LGR2 inh: inhibitors of bursicon-induced Drosophila LGR2 receptor cAMP signaling. 380,000 compounds, 0.35% hits. inhibition, % at 9.99 µM. AID 720647. HEK293 LGR2, CRE-luciferase, bursicon-stimulated, 4 h;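 active = drop in luminescence signal, shown as inhibition above about 50% in the replicate tests, limit read from the data, passing the limit was not always enough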;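 note: agonist challenge used bursicon conditioned medium at about half maximal strength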
C2C12 statin: suppressors of simvastatin-induced myotoxicity in C2C12 myotubes; ATP luminescence, 48 h; scaled: DMSO 0, geranylgeraniol control 100; rescue of ATP level, % at 7.49 µM; 330,000 compounds, 0.78% hits;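 active = mean ATP rescue above about 67%, or every replicate alone reaching that limit, limit read from the data, passing the limit was not always enough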;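 note: myotubes were challenged with 10 µM simvastatin during compound exposure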
FN deposition inh: fibronectin deposition inhibition; AH1F fibroblasts, Alexa488-fibronectin deposition fluorescence, overnight; inhibition, % at 12.6 µM; 350,000 compounds, 0.086% hits; AID 743247;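 active = mean inhibition across replicates of 30% or more, regardless of how many single replicates reach that level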;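 note: positive control wells lacked labelled fibronectin entirely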
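test system = AH1F fibroblasts assembling fluorescent fibronectin matrix | quantity = 10000 AH1F cells per well | buffer or medium = DMEM plus 2% serum, read in PBS | doses = single dose, pinned | incubation = 1 h cell attachment, overnight exposure to compound and label | detection = fluorescence at 485 nm excitation, 525 nm emission | read-out basis = inhibition from reduced deposited-fibronectin fluorescence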
S100A4 MyoIIA: blocks human S100A4 binding to myosin IIA peptide; S100A4/TAMRA-MyoIIA peptide fluorescence polarization; inhibition, % at 10.7 µM; 360,000 compounds, 0.14% hits;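 active = mean inhibition of at least 70% across replicates, with every replicate also reaching that level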
Target sequence (P26447 whole entry, looked up): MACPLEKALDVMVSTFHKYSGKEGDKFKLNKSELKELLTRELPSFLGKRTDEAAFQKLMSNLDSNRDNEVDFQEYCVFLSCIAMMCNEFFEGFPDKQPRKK
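Test system: S100A4 monomer protein; Medium: HEPES pH 7.2 with CaCl2, KCl, NaCl, DTT, Triton; Probe or stimulus: TAMRA-labelled myosin IIA heavy-chain peptide probe, 5 nM; Doses: one dose per compound; Times: polarization read 5 min after assay mix addition, stable 5–60 min; Benchmarks: neutral control DMSO, positive control TFP.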
Casp6 inh: inhibitors of human caspase-6 | P55212 | purified caspase-6, Z-VEID-R110 cleavage fluorescence | inhibition, % at 12.5 µM | 350,000 compounds, 0.53% hits;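 active = mean inhibition across replicates at least about 35%, with every replicate also reaching that limit, limit read from the data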;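 note: 0% = median of neutral control wells and 100% = no fluorescence left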
Target sequence (P55212 24-179 limits assumed): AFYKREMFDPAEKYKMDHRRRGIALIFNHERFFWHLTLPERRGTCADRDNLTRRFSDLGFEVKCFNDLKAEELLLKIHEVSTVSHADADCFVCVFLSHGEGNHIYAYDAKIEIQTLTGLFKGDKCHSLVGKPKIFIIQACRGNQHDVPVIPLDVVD
Target sequence (P55212 194-293 limits assumed): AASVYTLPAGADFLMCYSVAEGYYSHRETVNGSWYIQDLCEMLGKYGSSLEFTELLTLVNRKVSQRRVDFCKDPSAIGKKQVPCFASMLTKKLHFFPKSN
esBAF inh: inhibitors of esBAF chromatin remodeling in mouse ES cells; 350,000 compounds, 2% hits; reporter increase, % at 12.5 µM; Bmi1-luciferase knock-in reporter, 24 h; 100% = twice the neutral-well signal; in the data active = activation above about 40%;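 note: 0% = median of the plate's neutral control wells and 100% = double that signal; a rise in the Bmi1 reporter signal indicates esBAF inhibition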
SIRT5 block: blocks human SIRT5 desuccinylation of peptide. Purified SirT5, succinyl-peptide AMC, trypsin-coupled fluorescence. inhibition, % at 15 µM. 330,000 compounds, 1.1% hits. AID 652115; in the data active = inhibition above about 15%
Target sequence (Q9NXA8 whole entry, looked up): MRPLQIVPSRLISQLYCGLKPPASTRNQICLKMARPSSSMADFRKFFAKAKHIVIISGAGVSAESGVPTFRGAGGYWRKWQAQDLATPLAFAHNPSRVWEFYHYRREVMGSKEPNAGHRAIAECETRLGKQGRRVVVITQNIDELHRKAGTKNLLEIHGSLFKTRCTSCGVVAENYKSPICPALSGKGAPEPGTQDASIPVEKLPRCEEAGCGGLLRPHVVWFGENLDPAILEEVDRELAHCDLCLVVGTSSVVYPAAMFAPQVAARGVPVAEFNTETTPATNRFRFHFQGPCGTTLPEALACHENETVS
Active calls of the source: *; · = not tested or not shown; & = joins results of further samples. A portion of the library; count on the stated rates, not on these rows.

structure,S100A4 MyoIIA,esBAF inh,FN deposition inh,Casp6 inh,LGR2 inh,C2C12 statin,SIRT5 block
O=C(c1ccncc1)N1C[C@H]2[C@@H](c3ccccc31)[C@@H](CO)N2C(=O)CN1CCOCC1,-8,-3,-1,0,-12,-9,2
Cc1cc(C)cc(NC(=O)C(Sc2ncnc3ccccc23)c2ccccc2)c1 (stereo not given),-2,·,-9,-1,-2,·,·
CCCCC(O)(CCCC)C(=O)NN(C(=O)OC)c1ccc(C)cc1,-2,·,-6,1,·,·,-1
Cc1cc([N+](=O)[O-])ccc1NC(=O)C(C)NC1CCCCC1 (stereo not given),-11,-3,1,-2,0,-5,0
COc1ccccc1S(=O)(=O)N[C@@H]1CC[C@H](CCNC(=O)C2CCOCC2)O[C@@H]1CO,3,0,·,-2,7,16,10
C[C@@H]1CCCCO[C@@H](CN(C)Cc2ccncc2)[C@@H](C)CN([C@@H](C)CO)C(=O)c2cc(NC(=O)Nc3cccc4ccccc34)ccc2O1,-2,-1,·,-1,14,·,9
O=C(Nc1ccccc1F)N1CC(=O)N2[C@H](CO)[C@@H](c3ccc(C#Cc4ccc(F)cc4)cc3)[C@@H]2C1,1,·,·,1,-11,·,9
CC(Oc1ccc2c3c(c(=O)oc2c1)CCC3)C(=O)NCc1cccnc1 (stereo not given),2,·,5,0,-5,·,5
O=C1NC2(CCCCCC2)C(=O)N1Cc1ccccc1Cl,-3,-7,-9,-1,-12,6,-6
CCn1ccc(C(=O)Nc2ccccc2Cl)n1,-3,·,4,-2,-62,·,-3
O=C(C[C@@H]1C=C[C@@H](NC(=O)C2CCC2)[C@H](CO)O1)NCc1ccccc1Cl,1,-1,-12,2,1,0,-1
COc1ccc(C#Cc2ccc3c(c2)O[C@H](CN(C)C)[C@H](C)CN([C@H](C)CO)S3(=O)=O)cc1,7,0,0,1,8,·,-6
COC(=O)C(C)Oc1ccc2c(-c3cccc([N+](=O)[O-])c3)cc(=O)oc2c1 (stereo not given),·,-2,-3,·,13,23,·
CCN=C1SC(C(=O)Nc2cccc(Br)c2)CC(=O)N1CC (stereo not given),-3,·,7,-2,-6,·,-3
COC(=O)CCC(=O)NC1CC(C)(C)Cc2c1cnn2-c1ccccc1 (stereo not given),-5,1,-4,0,-1,3,1
CCc1nc(SCC(=O)Nc2ccc(N(C)C)cc2)n[nH]1,-1,27,-2,-1,-3,10,-1
CN(C)/C=C/C(=O)c1ccc2noc(-c3cccc(F)c3)c2c1,4,-1,-6,-2,6,1,-1
C[C@H]1CCCCO[C@H](CN(C)S(=O)(=O)c2ccc(F)cc2)[C@@H](C)CN([C@@H](C)CO)C(=O)c2cc(NS(=O)(=O)c3cccs3)ccc2O1,-14,3,·,-1,6,·,9
CC(=O)Nc1ccc(NC(=O)C(C)OC(=O)c2cccs2)cc1 (stereo not given),0,-7,7,0,4,-3,9
C[C@@H]1CCCCO[C@H](CN(C)C(=O)C2CCCCC2)[C@H](C)CN([C@@H](C)CO)C(=O)c2cc(NC(=O)CCCN(C)C)ccc2O1,·,-3,·,·,11,-54,·
O=C(NCCCN1CCCC1=O)c1ccc(Cl)c(Cl)c1,-2,-1,-2,5,-4,5,-1
C[C@H](CO)N1C[C@H](C)[C@H](CN(C)C(=O)Nc2ccccc2F)OCc2cnnn2CCCC1=O,3&-1,-2&4,2&-1,1&-3,-5,3&1,-4&1
CO[C@@H]1CN(C)C(=O)c2cc(NC(C)=O)ccc2OC[C@@H](C)N(Cc2ccc(-c3ccccn3)cc2)C[C@H]1C,-4,7,2,-1,2,0,2
CC(C)c1ccc(S(=O)(=O)NC2CCS(=O)(=O)C2)cc1 (stereo not given),1,-5,1,-1,1,2,0
CCC(=O)N1[C@H](CO)[C@H]2c3ccccc3N(C(=O)Nc3ccccc3Cl)C[C@H]21,·,0,·,·,4,21,-5

structure,S100A4 MyoIIA,esBAF inh,FN deposition inh,Casp6 inh,LGR2 inh,C2C12 statin,SIRT5 block
CCCCCC(=O)N1CC2(CC(c3cccc(NC(=O)[C@@H]4CCC(=O)N4)c3)=NO2)C[C@@H]1C(N)=O (stereo not given in full),-1,4,20,7,-10,-13,1
COC(=O)c1c(CCl)noc1C(=O)NC(C)C,3,12,-4,-3,1,-1,·
COc1ccc(-c2nnc(NC(=O)CSc3ccccc3)s2)cc1OC,-2,·,0,0,-4,·,-4
O=C(c1cncc(Br)c1)N1CCN(S(=O)(=O)c2ccc(Cl)cc2)CC1,8,2,-3,-1,-3,3,-2
CC1CCN(CCC(=O)Nc2ccccc2)CC1,-12,4,2,3,-19,11,-3
C[C@@H]1CN([C@H](C)CO)C(=O)c2cccc(NC(=O)Nc3ccc4c(c3)OCO4)c2O[C@H]1CN(C)Cc1ccncc1,2,22,·,0,-28,5,2
COCC(=O)N(C)C[C@H]1Oc2ncc(C#Cc3ccccc3)cc2C(=O)N([C@@H](C)CO)C[C@H]1C,-18,-7,-1,1,1,31,0
CCS(=O)(=O)N1CCC2(CC1)CN(C(=O)Cc1ccccn1)[C@H](CO)c1[nH]c3cc(OC)ccc3c12,4,·,·,-5,-12,·,5
COCCNC(=O)c1cc2nc(-c3ccccc3)cc(C)n2n1,1,-10,-3,2,5,-1,8
COc1ccc(S(=O)(=O)N(C)C[C@H]2OCCCC[C@@H](C)Oc3ccc(NS(=O)(=O)c4ccc(F)cc4)cc3C(=O)N([C@@H](C)CO)C[C@@H]2C)cc1,-13,1,2,2,-8,0,23*
CSc1ccccc1NC(=S)NC1CCCC1,0,-4,0,-4,1,-2,-3
Cc1ccc(S(=O)(=O)N(C)C[C@@H]2OCCCC[C@@H](C)Oc3ccc(NC(=O)Cc4ccccc4)cc3C(=O)N([C@@H](C)CO)C[C@@H]2C)cc1,-1,15,0,1,-33,·,-16
CO[C@H](CN(C)S(=O)(=O)c1ccccc1)[C@@H](C)CN(C(=O)Nc1ccccc1F)[C@H](C)CO,-20,2,-12,2,-59,15,0
COc1ccc([N+](=O)[O-])cc1NC(=O)C1(c2ccc(OC)c(OC)c2)CCOCC1,-6,·,-6,1,-12,·,0
COc1ccc2c3c(n(C)c2c1)[C@H](CO)N(C(=O)Nc1ccc(F)cc1)CC31CN(C(=O)c2ccc3c(c2)OCO3)C1,-31,·,·,-4,10,·,9
O=C(NC1CC1)C1CCN(C2CCN(C(=O)c3ccc(C(F)(F)F)cc3)CC2)CC1,19,-1,7,-5,-6,0,-2
Cc1cc(C)n(CC(=O)NC2CCCCC2C)c(=O)c1C#N (stereo not given),2,3,-3,1,22,-6,2
CCOc1ccc(N(CC(=O)NC2CCCCCC2)S(=O)(=O)c2c(C)noc2C)cc1,0,1,-8,0,9,-5,·
CC(C)NC(=O)N(C)C[C@H]1Oc2ccc(NC(=O)Cc3ccccc3)cc2CC(=O)N([C@@H](C)CO)C[C@H]1C,-6,2,-7,-2,-9,-4,2
Cc1ccc(S(=O)(=O)N(C)C[C@@H]2OCCCC[C@@H](C)Oc3ccc(NS(C)(=O)=O)cc3C(=O)N([C@@H](C)CO)C[C@@H]2C)cc1,88*,-8,15,-1,-7,·,5
C[C@@H]1CN([C@H](C)CO)C(=O)c2cc(NS(=O)(=O)c3ccccc3)ccc2O[C@@H]1CN(C)S(=O)(=O)c1cn(C)cn1,-2,-3,·,3,-8,-16,-4
C[C@@H]1CN([C@@H](C)CO)C(=O)c2cccc(NS(=O)(=O)c3cn(C)cn3)c2O[C@H]1CN(C)C(=O)Nc1ccccc1,26,-10,·,-3,-8,·,6
Cc1cccc(-c2nnc(NC(=O)c3ccc(N4C(=O)CCC4=O)cc3)s2)c1,6,0,-9,-1,26,-3,0
O=C(O)c1ccc(S(=O)(=O)NN=Cc2c[nH]c3ccccc23)cc1,-10,·,·,1,12,·,-1
O=C(O)c1ccccc1C(=O)Nc1ccc(Br)c(C(F)(F)F)c1,-8,·,-4,-2,-5,·,2

Single records, from the list above:
Entry for COCCNC(=O)c1cc2nc(-c3ccccc3)cc(C)n2n1 : S100A4 MyoIIA: 1; esBAF inh: -10; FN deposition inh: -3; Casp6 inh: 2; LGR2 inh: 5; C2C12 statin: -1; SIRT5 block: 8
Entry for Cc1cc(C)cc(NC(=O)C(Sc2ncnc3ccccc23)c2ccccc2)c1 (stereo not given) : S100A4 MyoIIA: -2; esBAF inh: ·; FN deposition inh: -9; Casp6 inh: -1; LGR2 inh: -2; C2C12 statin: ·; SIRT5 block: ·

(more compounds)
structure,S100A4 MyoIIA,esBAF inh,FN deposition inh,Casp6 inh,LGR2 inh,C2C12 statin,SIRT5 block
O=C(O)C[C@@H]1C=C[C@H](NC(=O)c2ccncc2)[C@@H](CO)O1,5,-2,-3,0,11,-2,-1
Cc1ccc(S(=O)(=O)N(C)C[C@@H]2Oc3ncc(C#CC(C)(C)O)cc3C(=O)N([C@H](C)CO)C[C@@H]2C)cc1,4,-3,·,-1,-1,-6,-4
CC1(C)SCC(C(=O)O)NC1=O (stereo not given),6,·,-1,-2,·,·,-1
C/C(=N\NC(=O)C1CC1)c1cccs1,·,1,-7,·,2,-2,·
O=C(N[C@H]1CC[C@H](CCn2cc(-c3ccccn3)nn2)O[C@H]1CO)c1ccncc1,11,-4,-4,1,5,-7,0
O=c1[nH]c(CN2CCN(S(=O)(=O)c3ccc(Cl)cc3)CC2)nc2cc(Cl)ccc12,·,9,9,·,-1,5,·
CC(C)CCNC(=O)CCCCn1c(=O)[nH]c2ccsc2c1=O,-25,4,-4,-3,1,16,-3
O=c1[nH]c(=S)[nH]nc1Cc1ccc(Cl)c(Cl)c1,1,-8,4,0,-31,-10,-3
Cc1c(Cl)cccc1N=c1c([N+](=O)[O-])nn(-c2ccccc2)n1O,7,16,·,4,-33,-27,-1
Cc1cc2ccccn2c1C(=O)c1cc([N+](=O)[O-])cc([N+](=O)[O-])c1,-1,·,-7,2,11,·,-5
CCc1nc(N2[C@H](CO)[C@H](c3ccccc3-c3ccc(F)cc3)[C@@H]2C#N)sc1C,0,·,2,-4,6,·,-2
COc1ccc(CCNC(=O)CCc2ccc(S(=O)(=O)NC(C)C)cc2)cc1,-3,-3,1,0,·,54,·
O=C(NCC1CCCN1S(=O)(=O)c1cccs1)C(=O)Nc1cccc(F)c1 (stereo not given),-6,32,1,-1,-13,10,2
O=C(Nc1ccc(Cl)cc1C(=O)N1CCOCC1)c1ccco1,-2,7,·,2,·,-4,0
CCOc1ccc2[nH]c(C(=O)N/N=C/c3cc(OC)c(OC)c(OC)c3)cc2c1,-2,17,8,-1,-9,45,-3
CS(=O)(=O)N1C[C@H](O)COC[C@@H]2O[C@H](CC(=O)NCc3ccc(-c4ccccc4)cc3)CC[C@H]21,-13,1,-1,1,-3,9,-5
CC(=O)N1[C@H](C(=O)N[C@H](C)c2ccccc2)[C@@H](CO)[C@@H]2Cn3c(cccc3=O)[C@@H]21,110*,-3,·,-3,8,-6,6
CC(C)CNC(=O)C1(C)CCCN1C(=O)c1cncc(Br)c1 (stereo not given),-2,-1,-4,-4,4,-2,·
CC12C(=O)N(n3cnnc3)C(=O)C1C1C=CC2C1 (stereo not given),·,-5,-6,·,·,-2,·
O=C(Cn1cnc([N+](=O)[O-])c1)c1ccc(Cl)cc1,-1,0,-1,1,10,4,1
Cc1csc(NC(=O)C(C)Oc2ccc(Br)cc2)n1 (stereo not given),5,1,0,0,10,4,7
O=C(C[C@H]1CC[C@H]2[C@@H](COC[C@H](O)CN2C(=O)Nc2cc(Cl)cc(Cl)c2)O1)N1CCCCC1,6,1,-17,-3,13,-11,-1
COc1cc(NC(=O)Nc2ccc(Cl)c(Cl)c2)c(C(=O)O)cc1OC,3,9,-7,-1,3,9,-20

Screening results (PubChem)
